High-throughput results from PubChem.
TTR transcr act = activators of transthyretin transcription. SH-SY5Y TTR promoter Gaussia luciferase, luminescence; 100% = recombinant luciferase protein wells. activation, % at 16.7 µM. actives 1.3% (n = 92,000). AID 1117267;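 active = activation above the mean of all tested compounds plus 3 SD, cut at about 9.5% in these data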;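 note: cells exposed to compounds for one day before reading; 0% = median of all test compound wells on the plate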
An asterisk follows results filed as active.

TTR transcr act	canonical_smiles
1.9	O=C(N/N=C/c1sc(N2CCOCC2)nc1-c1ccccc1)c1ccc(O)cc1
2.7	CCCN(CC(=O)Nc1ccccc1C)C(=O)c1ccc(N2CCCC(C)C2)c([N+](=O)[O-])c1 (stereo unspecified)
0.8	Brc1ccccc1OCCCN1CCCCCC1
-0.7	O=C1N(c2ccccc2)CCN1c1ccccc1
-1.0	CCOc1ccccc1-n1c(SCC(N)=O)nnc1-c1ccccc1
-0.9	Cc1ccc(S(=O)(=O)N2CCOCC2)cc1NC(=O)COC(=O)c1cnccn1
-0.1	COC(=O)[C@H](Cc1ccccc1)NP(=O)(OC)[C@@H](C)NC(=O)OCc1ccccc1 (stereo partly specified)
2.5	C[C@H]1CN([C@@H](C)CO)C(=O)CCCn2cc(nn2)CO[C@@H]1CN(C)S(=O)(=O)c1ccc(C#N)cc1
-1.3	CN(CC(=O)Nc1ccc(OC(F)(F)F)cc1)C(=O)Cc1c(Cl)cccc1Cl
-0.1	CCn1nc(NS(=O)(=O)c2ccc(NC(C)=O)cc2)c2cc3cccc(C)c3nc21
1.0	Cc1nn(Cc2ccccc2)c(Cl)c1C(=O)OC1CCOC1=O (stereo unspecified)
-0.8	CC(NC(=O)c1cc(COc2c(F)cccc2F)on1)c1cnn(-c2ccccc2)c1 (stereo unspecified)
-0.9	O=C(NCc1ccccn1)c1ccccc1OCc1ccccc1Cl
-0.9	O=[N+]([O-])c1cccc(COc2ccc(CN3CCCC3)cc2)c1
-1.2	O=C(CCNS(=O)(=O)c1cccc2nonc12)NCc1cccs1
-1.6	Cc1ccccc1OCC(=O)OCC(=O)N1CCc2ccccc21
-1.5	COC(=O)c1ccc(C(=O)NN)cc1
0.0	COC(=O)c1c(-c2ccc(C)cc2)csc1NC(=O)c1c(-c2ccccc2)noc1C
-3.0	Nc1c(C(=O)NCc2ccc3c(c2)OCO3)nnn1Cc1cccc(F)c1
-3.1	O=C(Cc1csc(-c2ccccc2)n1)NCc1ccccc1F
2.2	COc1ccc(CC(=O)NN2C(=O)c3ccccc3C2=O)cc1
5.7	Fc1ccc(-c2nnc(-c3ccc(Cl)cc3)o2)cc1
-1.4	CCSc1nc2sc3c(c2c(=O)[nH]1)CC(C)(C)OC3
4.4	CC(C)NC(=O)N(C)C[C@H]1Oc2c(NC(=O)Nc3ccccc3)cccc2C(=O)N([C@H](C)CO)C[C@@H]1C
-0.6	CCN(CC)CCCNC(=O)c1ccc2c(=O)n(Cc3ccc4c(c3)OCO4)c(=S)[nH]c2c1
-0.4	O=c1cc(CN2CCc3ccccc32)nc2sccn12
0.8	O=S(=O)(CCn1cccc1)CCn1cccc1
-0.7	Cc1ccccc1NC(=O)c1nn(-c2ccc(F)c(F)c2)ccc1=O
3.7	Cn1c(CN2CCN(CC#N)CC2)c(C#N)c2ccccc21
-0.8	Cc1ccc(NC(=O)N2CCCCCC2)cc1C

Going on with the list:
TTR transcr act	canonical_smiles
2.2	N#C/C(=C\Nc1ccc(Cl)cn1)S(=O)(=O)c1ccccn1
0.3	Cc1ccc(Cc2nc(-c3cccnc3)no2)cc1
-0.2	CCCNS(=O)(=O)c1ccc(CCC(=O)N2CCCCC2)cc1
-0.6	COc1cc(O)c(C(CC(=O)N2CCOCC2)c2cc(OC)c(OC)c(OC)c2)c(OC)c1 (stereo unspecified)
0.8	O=C(O)C1CC=CCC1C(=O)NCCCCc1ccccc1 (stereo unspecified)
1.6	COc1ccc(-n2ccc(=O)c(C(=O)Nc3ccc(S(=O)(=O)Nc4nccs4)cc3)n2)cc1
-1.3	CCC(=O)O/N=C(\N)c1ccc(Oc2cc(C)c(Cl)c(C)c2)c([N+](=O)[O-])c1
1.7	O=[N+]([O-])c1ccc(Cn2ccc3ccc(-c4ccc5ccn(Cc6ccccc6)c5c4)cc32)cc1
-2.5	O=[N+]([O-])c1ccc(N/N=C/c2sc(N3CCOCC3)nc2-c2ccccc2)c(S(=O)(=O)Nc2ccc(Cl)cc2)c1
1.1	Cc1ccc(-n2ccc(=O)c(C(=O)Nc3ccc(S(=O)(=O)Nc4nccs4)cc3)n2)cc1
-2.4	FC(F)(F)c1nnc2c(Sc3ccccc3)nc3ccc(Cl)cc3n12
0.7	CC(NC(=O)c1cccc(S(=O)(=O)N(C)C)c1)C1CC2CCC1C2 (stereo unspecified)
-0.8	C/C(CC(=O)Nc1c(Cl)cccc1C(F)(F)F)=N\NC(=O)c1cnccn1
0.5	C#CCNC[C@@H]1CSCCS(=O)(=O)N1
-1.5	Cc1oc(S(=O)(=O)N(C)C)cc1C(=O)Nc1ccc(Cl)cc1
0.6	COc1ccccc1NS(=O)(=O)c1cccs1
-0.2	CN(C)CCNC(=O)c1csc(Nc2cccc3ccccc23)n1
-1.6	O=C(Nc1nc(-c2ccccn2)cs1)c1ccc([N+](=O)[O-])o1
-0.1	COc1ccc(-n2c(SC(C)C(=O)Nc3ncc(Cl)cc3Cl)nc3ccccc32)cc1 (stereo unspecified)
-0.2	COc1ccc(/C=C/C(=O)NC(=S)Nc2ccc(S(N)(=O)=O)cc2)cc1OC
-0.9	CCOC(=O)CN(C(=O)CNC(=O)c1cccs1)C(C(=O)NC1CCCCC1)c1cccs1 (stereo unspecified)
-2.3	Cc1c(OCC(=O)NCc2ccncc2)ccc2c3c(c(=O)oc12)CCCC3
-1.6	COc1ccc(CN2CN3CCc4ccccc4C3CS2(=O)=O)cc1 (stereo unspecified)
-1.2	COC(=O)c1c(C)nn(-c2ccc(OC(F)(F)F)cc2)c1-c1snnc1C
0.0	COc1ccccc1CN1CCN(Cc2ccco2)CC1
0.7	O=C(O)c1ccc(NS(=O)(=O)c2cccc(C(=O)Nc3cccc(C(=O)O)c3)c2)cc1
3.9	COc1ccc(O)c(-c2[nH]ncc2C(=O)c2ccccc2C)c1
0.4	O=c1c2ccccc2nc2sc3ccccc3n12
4.0	CN1CCN(C(=O)NC2CCCN2S(=O)(=O)c2ccc(Cl)cc2)CC1 (stereo unspecified)
2.4	CC(C)=CCN1CCN(CCC2=C(C)CCCC2(C)C)CC1CCO (stereo unspecified)

(list continues)
TTR transcr act	canonical_smiles
0.9	COc1ccccc1N1CCN(Cc2cc(=O)oc3cc(C)cc(C)c23)CC1
-2.0	O=C(CNC(=O)c1cccs1)NCC(=O)OCc1c(Cl)cccc1Cl
-1.6	CC(=O)NCCCC(=O)NNC1CC(=O)N(c2cccc(Cl)c2)C1=O (stereo unspecified)
0.4	Fc1ccc(CSc2ccc(-c3ccc4c(c3)OCO4)nn2)cc1
-1.9	Cc1ccc(C)c(N2CCN(C(=O)CN(C)S(=O)(=O)c3ccc4c(c3)CCC(=O)N4)CC2)c1
-4.0	COc1cc2nc(C3CC3)n(NC(=O)c3ccc(Cl)cc3)c(=O)c2cc1OC
0.5	O=C(NCc1ccc(Cl)cc1)c1csc(-c2cccnc2)n1
-0.7	CCCCn1nnnc1C(c1ccccc1)N1CCc2ccccc2C1 (stereo unspecified)
-0.9	CCN1C[C@@H]2[C@@H]3C(=O)N(C)C(=O)[C@@H]3[C@](Cc3ccccc3)(C1=O)N2C(=O)c1ccc(C(C)(C)C)cc1
-1.4	O=C(Nc1ccc(-n2ccnc2P(=O)(O)c2ccccc2)cc1)c1ccccc1Cl
-2.2	COc1ccc(C(=O)NNC(=O)CSc2nc(C(C)C)nc3ccccc23)cc1
-0.1	O=C1c2cccnc2C(=O)N1Cc1ccccc1
0.9	O=c1[nH]c2ccccc2c(O)c1SCCO
0.7	CCc1nc2ccc(C(=O)NCCCN3CCCC3=O)cn2c1N(C)CCC(C)C
4.2	COc1ccc(CCNC(=O)CN(C)S(=O)(=O)c2cccs2)cc1OC
-1.7	Cc1ccc(NC(=O)/C=C/c2cccc([N+](=O)[O-])c2)nc1
-1.9	Oc1ccc(/C=N/Nc2cc(N3CCCC3)nc(N3CCCC3)n2)cc1O
0.4	Fc1cccc(F)c1Cn1ccc2ccc(-c3ccc4ccn(Cc5c(F)cccc5F)c4c3)cc21
1.1	Cc1ccc(-c2cc(=O)c3ccccc3[nH]2)cc1
-1.6	Nc1nccc(/C=C/c2ccc(Cl)cc2)n1
1.4	COc1cccc(-n2nc(-c3ccnn3-c3ccc(F)cc3)c(=O)n(C)c2=O)c1
-4.0	O=C(Cn1sc2ccccc2c1=O)Nc1ccc(F)cc1
3.1	COC(=O)c1ccc(-c2ccc(/C=N/N3C(=O)C4C5C=CC(C6CC56)C4C3=O)o2)cc1 (stereo unspecified)
0.5	CC(=O)Nc1cccc(C(=O)Nc2cc(C(F)(F)F)ccc2-n2cncn2)c1
5.6	COC(=O)/C=C/c1ccc(-n2cncn2)cc1
1.6	COc1ccc(CN2C(=O)C(CC(=O)NC3CC3)CC(C(=O)N3CCOCC3)=C2C)cc1 (stereo unspecified)
3.8	Cc1nn(C)cc1NC(=O)C[C@H]1CC[C@H]2[C@@H](COc3ccc(NC(=O)Nc4ccccc4)cc3C(=O)N2C)O1
1.1	Cn1c(=O)c2cc(S(=O)(=O)NC(C(=O)NC3CCCCC3)c3ccccc3)ccc2n(C)c1=O (stereo unspecified)
1.4	COc1ccc(CN2CCC(C(=O)c3ccc(F)cc3)CC2)cc1
1.4	O=C(Cn1c(=O)cnc2ccccc21)NCC(=O)Nc1ccc(F)c(F)c1

The list goes on; it opens with the two that closed the last part.
TTR transcr act	canonical_smiles
1.4	COc1ccc(CN2CCC(C(=O)c3ccc(F)cc3)CC2)cc1
1.4	O=C(Cn1c(=O)cnc2ccccc21)NCC(=O)Nc1ccc(F)c(F)c1
-1.2	N=C1C(c2ccccc2)=C(O)CN1NC(=O)c1ccccc1
-0.1	CCC(CC)C(=O)c1c[nH]c(C(=O)NCc2ccccn2)c1
0.6	O=C(NCc1ccccn1)c1cn(-c2ccccc2)nc1-c1ccc(Cl)cc1
3.7	O=C(NCC1CCCO1)c1cccc(NC(=O)c2cccs2)c1 (stereo unspecified)
10*	CC(C)C[C@H](NC(=O)OC(C)(C)C)C(=O)N[C@@H](CO)[C@H](O)[C@@H]1C[C@@H]1C(=O)N1CCCC1
5.7	CC(=O)C1C(c2ccc(OC(F)F)cc2)NC(=O)NC1(O)C(F)(F)F (stereo unspecified)
0.0	COc1ccc(N2C[C@H](CSC)[C@@H](CC(=O)Nc3ccc(Br)cc3)C2=O)cc1
-0.8	Cc1ccc(C)c(Sc2ccc(NC(=O)CCl)cc2)c1
0.3	O=C1CC(N2CCN(S(=O)(=O)c3ccccc3)CC2)C(=O)N1c1ccccc1 (stereo unspecified)
0.8	CC(C)c1cc(C(=O)NCCc2ccccc2)no1
0.5	CCCCN1C(=O)CCC(C(=O)O)C1c1ccccc1 (stereo unspecified)
-1.4	COc1ccc2c(c1)N=C(c1[nH]c3ccccc3c1CCN1C(=O)c3ccccc3C1=O)[C@]2(O)CCN1C(=O)c2ccccc2C1=O
2.4	O=C(NCc1cccc(F)c1)c1ccc2nc(N3CCOCC3)sc2c1
-2.2	COc1ccc(/C=C2\C(=O)NC(=O)c3ccccc32)cc1OC
5.6	CCOC(=O)C1(Cc2ccccc2C)CCCN(Cc2cn(C)nc2C)C1 (stereo unspecified)
-1.4	Cc1nnc(SC(C)C(=O)c2c[nH]c3ccccc23)n1C1CC1 (stereo unspecified)
1.6	O=C(CCc1ccccc1)NCC(=O)N/N=C/c1ccc2c(c1)OCO2
-0.7	O=C(N[C@@H](Cc1ccccc1)C(=O)OCc1ccccc1)c1nc[nH]c1C(=O)NC1CCNCC1
-1.4	O=C(Nc1cccnc1Cl)c1cc(-c2ccccc2O)on1
2.2	CCCCn1c(N)c(N(CC)C(=O)c2cc(S(=O)(=O)N3CCN(CC)CC3)ccc2Cl)c(=O)[nH]c1=O
0.5	C=CCN(C(=O)[C@@H](C)[C@@H](O)c1ccc(Cl)cc1)c1ccccc1
2.4	Cc1cc(-n2c(C)cc(C(=O)CN3C(=O)NC4(CCCCC4)C3=O)c2C)no1
4.0	C=CCNC(=S)NNC(=O)C(CCC(C)C)CC(C)(C)O (stereo unspecified)
0.1	CC(C)Cc1nnc(NC(=O)C2CSC3(C)CCC(=O)N23)s1 (stereo unspecified)
5.2	CCOC(=O)CSc1nnc(CNC(=O)c2ccc([N+](=O)[O-])cc2)n1C
1.6	COC(=O)[C@]12C[C@H](CC(=O)N3CCCC3)C(=O)N(Cc3ccco3)C1=C[C@H](C1CCCC1)O[C@@H]2C
1.1	CC1CCc2c(C(=O)NCc3cccnc3)csc2C1 (stereo unspecified)
0.8	CC(C)Oc1cccc(C(=O)Nc2ncn[nH]2)c1
1.1	O=C(NC1CCCCC1)C(c1ccccc1)n1c(=O)c(-c2ccco2)nc2ccccc21 (stereo unspecified)
0.6	O=C(Cc1ccc(Cl)cc1)c1ccc(O)cc1

Reformatted: results already given
compound,TTR transcr act
O=C(N[C@@H](Cc1ccccc1)C(=O)OCc1ccccc1)c1nc[nH]c1C(=O)NC1CCNCC1,-0.7
O=C1CC(N2CCN(S(=O)(=O)c3ccccc3)CC2)C(=O)N1c1ccccc1 (stereo unspecified),0.3
COc1ccc(N2C[C@H](CSC)[C@@H](CC(=O)Nc3ccc(Br)cc3)C2=O)cc1,0.0

Nothing new here: entries from further up.
TTR transcr act	canonical_smiles
2.2	COc1ccc(CC(=O)NN2C(=O)c3ccccc3C2=O)cc1
5.7	Fc1ccc(-c2nnc(-c3ccc(Cl)cc3)o2)cc1
-1.4	CCSc1nc2sc3c(c2c(=O)[nH]1)CC(C)(C)OC3
4.4	CC(C)NC(=O)N(C)C[C@H]1Oc2c(NC(=O)Nc3ccccc3)cccc2C(=O)N([C@H](C)CO)C[C@@H]1C
-0.6	CCN(CC)CCCNC(=O)c1ccc2c(=O)n(Cc3ccc4c(c3)OCO4)c(=S)[nH]c2c1
-0.4	O=c1cc(CN2CCc3ccccc32)nc2sccn12

(further entries)
TTR transcr act	canonical_smiles
8.6	CSc1nc(SCC(=O)O)c2c3c(sc2n1)COC(C)(C)C3
2.0	Fc1cccc2sc(Nc3nc4cc5c(cc4s3)OCO5)nc12
0.8	CC(C)CCNC(=O)NC(=O)COc1c(F)c(F)cc(F)c1F
1.6	Cc1ccccc1NC(=O)CSc1nc2ccccc2o1
-1.5	Cc1nc2ccccc2cc1C(=O)N/N=C/c1cccs1

Some of the compounds tested; count on the stated rates, not on these rows.
